ADAM10 inh: ADAM10 inhibition, QFRET primary screen. O14672. recombinant ADAM10, EDANS/DABCYL FRET peptide cleavage, 3 h. inhibition, % at 7 µM. actives 0.62% (n = 370,000). AID 720582;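 active means inhibition above a per-campaign cutoff equal to the mean of compounds falling between control-based bounds plus 3 SD, cut at about 20% in these data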;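 further: 0% = DMSO wells while the 100% control is not disclosed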
DDE Tn7 FP inh: disrupts Tn7 cyclic peptide binding to fibrin D-Dimer-E complex; AID 720508; inhibition, % at 8.3 µM; FP displacement of FITC-Tn7 peptide from fibrin DD(E); 0% = median of compound wells per plate; actives 0.13% (n = 370,000); P02675;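 active means inhibition above the mean of compounds falling within the control limits plus 3 SD of them, cut at about 14% in these data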;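 further: 0% = plate median of compound wells and 100% = 10 µM Aha-Tn7 peptide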
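Assay system: human fibrin DD(E). Input: DD(E) 2 µM final. Medium: Tris buffer with calcium and detergent, pH 7.8. Compound dosing: single point at 8.3 µM. Timing: 10 min plus 3 h, room temperature. Technique: fluorescence polarization of the labelled Tn7 tracer. Read-out: percent inhibition. Replicates: singlicate testing.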
ARFGAP1 inhibitor: rat ARFGAP1 inhibition | Arfgap1-stimulated ARF1 GTP hydrolysis, GDP FP detection | AID 651572 | inhibition, % at 16.5 µM | actives 0.26% (n = 360,000);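 active means inhibition above a per-plate limit, mean inhibition of low control wells plus 3 SD, cut at about 25% in these data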;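 further: 0% = DMSO wells with enzyme and 100% = wells lacking Arfgap1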
Target sequence (Q62848 1-136 limits assumed): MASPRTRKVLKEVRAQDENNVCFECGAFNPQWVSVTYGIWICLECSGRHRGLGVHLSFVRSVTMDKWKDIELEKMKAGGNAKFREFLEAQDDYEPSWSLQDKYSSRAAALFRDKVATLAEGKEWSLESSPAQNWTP
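Material: truncated rat Arfgap1 GAP domain; Incubation: compound-enzyme preincubation 20 min, reaction 120 min, detection 60 min, 25 °C; Read-out: percent inhibition of Arfgap1-stimulated GTP hydrolysis; Technique: FP, GDP Alexa 633 tracer displaced from anti-GDP antibody, 620/688 nm; Controls: No-Arfgap1 wells (100%) versus DMSO full-reaction wells (0%); Replication: single well per compound.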
ADAM17 inh: ADAM17 inhibition, QFRET primary screen. AID 720648. recombinant ADAM17, EDANS/DABCYL FRET peptide cleavage. actives 0.83% (n = 370,000). inhibition, % at 6.95 µM;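 active means inhibition above the mean of compounds lying between control limits plus 3 SD, set per campaign, cut at about 8.5% in these data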;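 further: 0% = DMSO-only wells as the low control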
Target sequence (P78536 215-824 limits assumed): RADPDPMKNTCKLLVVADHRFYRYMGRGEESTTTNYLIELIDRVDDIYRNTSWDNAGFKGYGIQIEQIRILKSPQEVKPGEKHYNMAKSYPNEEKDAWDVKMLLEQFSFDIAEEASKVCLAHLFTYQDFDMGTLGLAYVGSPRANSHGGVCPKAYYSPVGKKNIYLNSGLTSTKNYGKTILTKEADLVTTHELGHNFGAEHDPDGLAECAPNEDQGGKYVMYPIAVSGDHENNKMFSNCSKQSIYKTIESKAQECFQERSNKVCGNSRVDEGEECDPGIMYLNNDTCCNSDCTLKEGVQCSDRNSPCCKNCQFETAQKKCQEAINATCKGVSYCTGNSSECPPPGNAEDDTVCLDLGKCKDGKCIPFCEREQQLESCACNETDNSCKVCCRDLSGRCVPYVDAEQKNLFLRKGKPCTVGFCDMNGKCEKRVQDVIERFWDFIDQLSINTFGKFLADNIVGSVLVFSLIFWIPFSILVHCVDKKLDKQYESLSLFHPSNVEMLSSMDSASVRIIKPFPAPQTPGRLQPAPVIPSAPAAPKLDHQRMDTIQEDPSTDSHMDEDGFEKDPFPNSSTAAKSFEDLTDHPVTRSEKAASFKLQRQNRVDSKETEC
TDP2 absorb: blocks human TDP2 phosphodiesterase activity; recombinant TDP2, T5PNP hydrolysis, p-nitrophenol absorbance 415 nm; inhibition, % at 12.8 µM; AID 720702; actives 0.34% (n = 370,000); O95551;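 active means inhibition above the mean of all tested compounds plus 3 SD, set per campaign, cut at about 25% in these data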;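 further: 0% = DMSO with enzyme and 100% = buffer with substrate but no TDP2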
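Evaluation: % inhibition relative to enzyme-containing and enzyme-free wells. Material: recombinant human TDP2. Benchmarks: enzyme-free and DMSO wells. Timing: enzyme reaction with compound for 2 h at 37 °C. Compound dosing: 12.8 µM only. Measured by: p-Nitrophenol epi absorbance. Reagent: T5PNP substrate at 5 mM, a TopII-DNA adduct mimic. Replication: single well per compound.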
ASAP1 inh: inhibitors of human ASAP1 ArfGAP activity; inhibition, % at 16.5 µM; Q9ULH1; AID 624377; actives 0.19% (n = 360,000); ASAP1-stimulated ARF1 GTP hydrolysis, GDP FP detection; in the data active means inhibition above about 25%;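 further: 0% = vehicle with enzyme and substrate and 100% = no enzyme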
LEDGF integ inh: blocks HIV-1 LEDGF/p75-dependent DNA integration. TR-FRET IN-LEDGF/p75 DNA integration, Eu/Cy5. inhibition, % at 3.7 µM. actives 0.64% (n = 370,000);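 active means inhibition above the screen-wide mean plus 3 SD, cut at about 13% in these data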;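 further: signal is the Cy5 over europium emission ratio at 671 and 618 nm; 0% = plate median of compound wells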
DDE Tn6 FP inh: DD(E)-Tn6 binding inhibition, primary FP screen | inhibition, % at 8.3 µM | AID 720509 | Fibrin DD(E) TRITC-Tn6 fluorescence polarization displacement | P02675 | actives 0.21% (n = 370,000);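 active means inhibition above a per-campaign cutoff: mean of compounds within control limits plus 3 SD, cut at about 15% in these data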;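 further: 0% = median of all compound wells on the plate and 100% = blocking peptide control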
KLK7 zymogen act: activates the human kallikrein-7 zymogen. actives 0.9% (n = 370,000). purified proKLK7, EDANS-DABCYL substrate fluorescence; 100% is mature enzyme control, 0% vehicle. P49862. activation, % at 7 µM;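 active means activation above the mean of all tested compounds plus 3 SD, computed per campaign excluding outliers beyond control limits, cut at about 13% in these data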
PLC-gamma1 inh: blocks human PLC-gamma1 enzyme activity. purified PLC-gamma1, fluorogenic substrate, fluorescence. P19174. actives 0.84% (n = 370,000). inhibition, % at 12.2 µM. AID 720700; in the data active means inhibition above about 9.5%
Active calls of the source: *; & = joins results of further samples. Some of the compounds tested; rates above refer to the full screens.

cpd	smiles	ADAM10 inh	DDE Tn7 FP inh	ARFGAP1 inhibitor	ADAM17 inh	TDP2 absorb	ASAP1 inh	LEDGF integ inh	DDE Tn6 FP inh	KLK7 zymogen act	PLC-gamma1 inh
1	C[C@]12CCC3C(CC[C@H]4C[C@H](O)CC[C@]34C)C1[C@@H](O)C[C@@H]2O (stereo not given in full)	-1.5	-0.6	-13.7	-0.7	1.2	-9.3	2.0	-2.3	0.4	-0.8
2	CCOP(=S)(OCC)N1CCOCCOCCN(P(=S)(OCC)OCC)CCOCCOCC1	2.1	3.0	-4.1	2.1	2.0	4.1	-0.3	6.8	0.3	-1.6
3	COc1ccc2[nH]c(C)c(CCNCc3cn(C)c4ccccc34)c2c1	-3.4	-3.9	6.7	-1.5	12.3	-13.0	5.4	-0.1	0.2	-3.8
4	CCNC(=O)C1OC(n2cnc3c(N)ncnc32)C(O)C1O (stereo not given)	-7.0	7.9	1.9	-7.2	4.5	-4.0	2.6	15.6*	0.1	0.4
5	CN1CCC2(CC1)NC(=O)C1=C(CN(C)CC1)N2	-12.7	1.2	-0.4	-5.9	-1.1	-2.5	-0.7	1.1	0.2	1.6
6	CCOC(=O)c1[nH]c2ccc(OC)cc2c1C(SCC(=O)O)c1ccc(C(F)(F)F)cc1 (stereo not given)	-205.2	-2.0	-5.9	-95.2	0.7	-0.5	2.5	-2.1	6.5	-174.8
7	Cc1cccc(C)c1OP(N)(=O)OCC(F)(F)F (stereo not given)	3.2	-0.5	-3.3	-0.5	-9.7	-10.0	-1.9	8.0	-0.1	5.4
8	CCOC(=O)C1(CCOc2ccccc2)CCN(C(C)CSC)CC1 (stereo not given)	4.2	-7.0	2.9	-0.5	-6.4	-4.5	1.8	-1.2	0.0	0.2
9	CC1CCN(CC#CCOc2ccc(Cl)cc2)CC1	-6.0	-1.2	5.2	-4.4	12.7	5.5	-3.2	-3.0	-0.2	1.9
10	O=C1NC(=O)C2(Cc3ccccc3N3CCCC32)C(=O)N1c1ccc(Cl)cc1 (stereo not given)	-17.2	5.0	20.4	-4.5	-0.9	6.0	-1.3	2.2	-0.2	-18.5

Results in PLC-gamma1 inh and ASAP1 inh, for 2 of the compounds above:
| entry | SMILES | PLC-gamma1 inh | ASAP1 inh |
| --- | --- | --- | --- |
| 3 | COc1ccc2[nH]c(C)c(CCNCc3cn(C)c4ccccc34)c2c1 | -3.8 | -13.0 |
| 4 | CCNC(=O)C1OC(n2cnc3c(N)ncnc32)C(O)C1O (stereo not given) | 0.4 | -4.0 |

The list goes on.
cpd	smiles	ADAM10 inh	DDE Tn7 FP inh	ARFGAP1 inhibitor	ADAM17 inh	TDP2 absorb	ASAP1 inh	LEDGF integ inh	DDE Tn6 FP inh	KLK7 zymogen act	PLC-gamma1 inh
11	COC(=O)C1=C(c2ccc(OC(F)(F)F)cc2)C[C@@H]2CC[C@H]1N2C(=O)NCCOc1ccc(OC)cc1	2.0	-2.3	0.9	4.2	-9.1	-1.3	-0.8	-6.2	0.1	3.2
12	CCCCn1c(O)c(C(CC)=NCc2ccc(F)cc2)c(=O)[nH]c1=O	11.4	2.5	-12.7	-1.3	-4.9	-1.1	4.8	-12.3	2.1	4.7
13	Cc1ccccc1-n1c(C)nc2sccc2c1=O	-0.5	-3.0	-9.2	-2.7	12.6	3.9	-3.1	-4.8	0.1	2.2
14	Clc1cc(Cl)cc(NC2=NCCS2)c1	7.4	2.6	4.3	2.4	5.0	4.7	1.6	-0.6	0.2	1.4
15	O=[N+]([O-])/C=C1\NCCN1Cc1ccc(Cl)nc1	4.0&1.6	-2.9&4.5	-0.6&-7.0	-0.8&0.4	4.8&-1.3	-17.8&1.2	0.4&-1.5	-6.7&7.9	-0.4&-0.2	0.9&3.0
16	C=CC1CN2CCC1CC2C(OC(C)=O)c1ccnc2ccc(OC)cc12 (stereo not given)	-31.3	-2.3	6.9	-12.2	13.9	0.7	-3.4	0.5	0.7	-1.7
17	CC12CC[C@H]3[C@@H](CCC4(O)C[C@H](O)CCC34/C=N/NC(=O)c3ccc(O)cc3)C1(O)CCC2C1=CC(=O)OC1 (stereo not given in full)	4.0	-8.4	-0.7	-2.3	2.8	14.9	1.3	-0.6	-0.2	2.2
18	Nc1cc(C(=O)Nc2ccccc2F)ccc1N1CC2CC(C1)c1cccc(=O)n1C2 (stereo not given)	-151.1	1.6	7.7	-32.9	-8.9	2.4	-6.7	-13.0	5.2	-164.2
19	O=C(CCCCCn1c(=S)[nH]c2ccccc2c1=O)N1CCC2(CC1)OCCO2	-16.1	8.4	0.5	-6.4	8.0	1.7	2.8	2.4	0.1	0.3
20	COc1cc2c(c(OC)c1OC)-c1ccc(O)c(=O)cc1[C@@H](NC(C)=O)CC2	-18.5	-4.8	-3.0	-3.1	-0.7	-6.5	-1.7	-9.7	-0.2	-19.1
21	Cc1cc(C(=O)Nc2ccc3c(c2)OCCO3)nn1C(C)(C)C	7.5	4.6	6.0	-1.6	6.8	-14.7	0.6	-1.8	0.2	-2.8
22	Cc1ccc(Cn2nnnc2CN2CCC(n3nnc4cc(C(F)(F)F)ccc43)CC2)cc1	11.1	-2.3	3.3	3.7	-1.9	-2.8	-0.5	-5.8	0.1	0.6
23	O=C1CN=C(c2ccccc2)c2ccccc2N1Cc1ccc(C(F)(F)F)cc1	1.3	2.6	6.5	-1.2	4.4	-3.9	2.2	1.3	0.5	-0.8
24	Cc1ccc(CS(=O)(=O)Cc2ccc(C(=O)N3CCC4(CC3)OCCO4)o2)cc1	2.7	-2.7	-4.6	-3.0	14.1	2.9	-1.0	3.5	0.4	0.1
25	CC1C(=O)OC2CCN3CC=C(COC(=O)C(C)(O)C1(C)O)C23 (stereo not given)	-16.5	2.4	-5.2	-3.1	1.9	-8.8	-3.0	-2.3	-0.2	2.7
26	COc1cc(OC)c(OC)cc1/C=C1/C(=O)NC(=O)N(Cc2ccccc2)C1=O	-37.6	6.1	14.0	-6.7	-4.5	7.7	-1.9	-7.3	0.4	-14.9
27	C=CC1C[N+]2(C)CCC1CC2C(O)c1ccnc2ccccc12 (stereo not given)	-12.5	7.2	-3.5	-3.6	10.3	-8.0	-0.7	-5.6	-0.2	1.5
28	CC(=O)Nc1nc(CCl)cs1	-4.5	3.6	2.3	-3.1	-2.8	-0.2	-5.0	-6.3	-0.3	0.9
29	N#Cc1ccc(N2CCNCC2)c(F)c1	1.9	6.5	-3.0	-2.2	12.3	-18.0	1.4	-0.7	0.4	0.5
30	O=C(Oc1ccc([N+](=O)[O-])cc1)N1CCC(N2CCCCC2)CC1	-6.9	-3.9	-0.5	-2.3	0.3	2.9	-2.5	2.7	0.0	-0.6
31	N#CC1(c2ccccc2)CCN(C2CC(=O)N(c3cccc(F)c3)C2=O)CC1 (stereo not given)	6.8	2.7	9.8	-1.0	2.0	-1.5	-0.9	-10.0	-0.1	-4.9
32	N#CC(C#N)=Cc1cccnc1	-38.5	6.8	-5.6	-12.7	-6.6	-1.5	-3.7	-0.6	1.1	-17.7
33	CC1CCN(CCc2nc3ccccc3[nH]2)CC1	-8.3	0.0	1.8	-5.1	5.3	-0.7	-1.1	3.8	-0.7	0.4
34	C#CC[N+]1(C)C2CCC1CC(O)C2 (stereo not given)	-0.3	10.8	4.9	-4.5	3.2	-9.4	-4.9	0.9	0.0	-2.5
35	CC1CCC(C(C)C)C(OP(N)(=O)c2ccccc2)C1 (stereo not given)	2.4	-2.7	9.8	-1.5	-3.9	-2.1	0.6	-5.8	0.1	3.5
36	C=CCn1c(O)c(C(C)=NCc2ccc3c(c2)OCO3)c(=O)[nH]c1=O	-2.3	-0.9	-8.5	-2.7	-3.5	-3.1	0.8	-4.9	0.1	-2.2
37	CN1CC(C(=O)c2ccc(Cl)cc2)C(c2ccccc2)C1 (stereo not given)	-1.0	2.6	-12.6	0.8	11.4	3.6	-0.9	-2.1	0.5	2.3
38	CNC(=O)O/N=C(\C)Cc1nnn(-c2cc(C)on2)n1	-7.3	3.9	-8.6	-1.9	-6.8	-4.5	-1.8	2.9	-0.4	1.7
39	CCc1cc(=O)oc2cc(C)cc(OCC(=O)N3CCC(C(=O)O)(c4ccccc4)CC3)c12	-178.5	3.8	-4.2	-37.3	10.2	3.2	0.5	2.7	1.0	-53.7
40	Cc1cccc(C)c1-n1nnnc1C(c1cccs1)N1CCC(n2c(=O)[nH]c3ccccc32)CC1 (stereo not given)	11.1	-9.0	-0.5	0.2	0.5	11.3	7.0	-3.5	0.0	5.6
41	O=C(Nc1ccc(Cl)cc1)N1CC1	-7.6	-3.1	1.8	-3.0	5.9	6.6	-3.6	5.8	-0.2	1.6
42	Cc1oc(-c2ccc(Cl)cc2)nc1CS(=O)CC(=O)N1CCC2(CC1)OCCO2 (stereo not given)	4.6	-4.5	2.5	-0.7	4.3	6.4	1.5	-0.3	0.4	1.4
43	O=C1NC2NC(=O)N([N+](=O)[O-])C2N1 (stereo not given)	-6.9	2.2	1.4	-2.1	-5.1	0.0	-7.2	2.9	-0.1	-1.1

Screening results deposited in PubChem by The Scripps Research Institute Molecular Screening Center.
